VLA-4 inh: inhibition in a human VLA-4 binding assay; P13612; VLA-4 expressing cells, ligand binding flow cytometry; inhibition, % (about 7 µM as worked out from the volumes in the protocol); actives 0.2% (n = 330,000); AID 2557; in the data active = inhibition above about 50%
BCLXL inh: inhibitors of human Bcl-xL; Q07817; GST-Bcl-xL / FITC-Bim BH3 peptide fluorescence polarization; inhibition, % at 10.9 µM; actives 0.7% (n = 320,000); AID 2129;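 active = inhibition above the mean of all tested compounds plus 3 SD, cutoff set per campaign, cut at about 30% in these data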;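 note: 0% = DMSO wells and 100% = unlabeled Bim-BH3 peptide competitor; inhibitors lower millipolarization by displacing the labeled peptide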
Fam108B inh: blocks mouse Fam108B hydrolase in RBBP9 counter-screen; recombinant Fam108B, FP-Rh probe fluorescence polarization; inhibition, % at 9.51 µM; actives 0.33% (n = 300,000);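 active = inhibition above the screen mean inhibition plus 3 SD, computed separately per campaign, cut at about 18% in these data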;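 note: inhibitors lower polarization as less probe binds the enzyme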
AGP1-GFP MLPCN: modulators of TOR pathway AGP1-GFP in S. cerevisiae. S. cerevisiae AGP1-GFP multiplex flow cytometry, 3 h; GFP as percent of DMSO wells. GFP response vs DMSO, % at 10 µM. actives 0.02% (n = 320,000). AID 2066;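 active = GFP response relative to DMSO above a set limit, near screen average plus 3 SD, cut at about 150% in these data; inconclusive = fewer than 70 cells counted for the yeast strain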;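 note: median GFP channel fluorescence of the gated AGP1 strain per well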
MCL1 BIM primary: MCL1-BIM-BH3 interaction inhibition (human). inhibition, % at 10.9 µM. AID 2057. actives 0.68% (n = 320,000). Q07820. GST-MCL1 / FITC-Bim-BH3 fluorescence polarization;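 active = inhibition above the mean inhibition of all tested compounds plus 3 SD, set per campaign, cut at about 40% in these data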;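 note: 0% = DMSO wells and 100% = unlabeled Bim-BH3 peptide control; higher means more loss of mP so more displacement of Bim peptide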
Target sequence (Q07820 whole entry, looked up): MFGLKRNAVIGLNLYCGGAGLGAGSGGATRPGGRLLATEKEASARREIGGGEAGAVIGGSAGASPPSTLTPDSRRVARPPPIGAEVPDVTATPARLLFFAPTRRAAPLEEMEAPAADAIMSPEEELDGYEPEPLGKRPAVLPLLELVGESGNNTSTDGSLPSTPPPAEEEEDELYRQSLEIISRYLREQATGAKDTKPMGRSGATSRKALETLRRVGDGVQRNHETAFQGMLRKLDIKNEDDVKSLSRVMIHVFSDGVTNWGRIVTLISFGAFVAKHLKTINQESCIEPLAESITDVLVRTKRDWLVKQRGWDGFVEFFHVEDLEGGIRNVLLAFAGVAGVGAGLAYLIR
GLD-1 RNA inh: GLD-1-TGE RNA interaction inhibition (C. elegans). Q17339. purified GLD-1 + fluorescein TGE RNA, fluorescence polarization. inhibition, % at 5.96 µM. actives 0.44% (n = 320,000);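 active = percent inhibition above a per-plate cutoff, the plate mean of test compounds plus 3 SD, cut at about 30% in these data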;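 note: 0% = DMSO wells with GLD-1 and probe and 100% = wells lacking GLD-1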
CIT2-GFP yeast: yeast TOR pathway CIT2-GFP modulation | actives 0.065% (n = 320,000) | S. cerevisiae CIT2-GFP strain, flow cytometry, 3 h; 100 means same as DMSO wells | AID 2029 | GFP response vs DMSO, % at 10 µM;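 active = GFP response relative to DMSO above a set limit, near the screen mean plus 3 SD, cut at about 150% in these data; inconclusive = Fewer than 70 cells measured for a yeast strain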;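 note: ratio of well median GFP fluorescence to mean of DMSO wells on the plate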
GRK2 aptamer HTS: inhibitors of human GRK2 displacing RNA aptamer; P25098; bead flow cytometry, FAM-aptamer displacement from GRK2; inhibition of aptamer binding, % at 10 µM; actives 0.59% (n = 330,000);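 active = inhibition of aptamer binding above 40%, roughly 3 SD of noise, on plates passing a quality check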;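 note: median bead fluorescence of bound FAM aptamer so fluorescent compounds give negative values; no value below 0 was filed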
MEX-5 binding: C. elegans MEX-5 TCR-2 RNA binding activity; Q9XUB2; MEX-5/FITC-TCR2 RNA binding, fluorescence polarization; stronger effect = lower value; activity score (negative = inhibition of binding), % at 10 µM; actives 0.38% (n = 300,000); AID 1832;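 active = inhibition past about -25% in most replicates, and total fluorescence under double the plate's negative control median, limit read from the data; inconclusive = replicates evenly split on the limit, or fluorescence at least double controls; inactive = too little inhibition in most replicates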;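 note: 0% = DMSO and -100% = 5 µM competing unlabeled TCR2 RNA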
Target sequence (Q9XUB2 whole entry, looked up): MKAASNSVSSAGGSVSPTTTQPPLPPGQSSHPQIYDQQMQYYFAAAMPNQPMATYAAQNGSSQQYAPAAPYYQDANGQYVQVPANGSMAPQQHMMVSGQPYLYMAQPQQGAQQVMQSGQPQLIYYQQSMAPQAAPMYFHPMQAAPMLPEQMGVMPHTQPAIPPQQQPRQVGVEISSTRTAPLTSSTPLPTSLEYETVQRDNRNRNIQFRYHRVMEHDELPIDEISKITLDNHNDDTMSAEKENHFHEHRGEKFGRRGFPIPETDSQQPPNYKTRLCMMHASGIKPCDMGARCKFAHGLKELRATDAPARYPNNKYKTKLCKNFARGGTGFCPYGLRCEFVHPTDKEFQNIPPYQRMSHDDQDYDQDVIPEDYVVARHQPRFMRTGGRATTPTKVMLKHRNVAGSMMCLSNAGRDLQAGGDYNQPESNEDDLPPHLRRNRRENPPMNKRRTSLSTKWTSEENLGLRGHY
Starred values were filed as active, the others as inactive; ? = inconclusive; . = no result given.

Results follow in this order: MCL1 BIM primary, MEX-5 binding, Fam108B inh, BCLXL inh, GLD-1 RNA inh, AGP1-GFP MLPCN, GRK2 aptamer HTS, CIT2-GFP yeast, VLA-4 inh
> COc1ccc(/C=C2\COc3ccccc3C2=O)cc1OC
 : 3, 0.8, 0, 4, 7, 84, 0, 88, 5
> CC1C(=O)C(C)C(c2cc(Cl)ccc2O)NC1c1cc(Cl)ccc1O (stereo unspecified)
 : -3, 0.5, -1, -1, 4, 105, 0, 104, 26
> CC(C)(C)C(=O)Cn1ncc(NC2CC2)c(Br)c1=O
 : -4, 1.6, -3, -4, -4, 40, 0, 101, 18
> O=c1c2sccc2nc(SCc2cc(=O)n3ccccc3n2)n1Cc1ccccn1
 : 5, -0.4, -2, 2, 3, 105, 0, 97, 9
> COc1ccc(C(=O)Nc2ccc(C(=O)N3CCCCC3C)cc2)c(OC)c1OC (stereo unspecified)
 : 12, 1.1, -1, 3, 0, 104, 0, 111, 8
> COc1ccc(C2(CNC(=O)Cc3ccc(OC)c(OC)c3)CCOCC2)cc1
 : -1, 1.2, -2, 3, 0, 103, 0, 95, -18
> Cc1[nH]n(-c2ccccc2)c(=O)c1N=Nc1ccc2c(c1)OCO2
 : 2, -1.7, 0, 9, 4, 106, 0, 102, 0
> O=C(Nc1ccn(Cc2cccc3ccccc23)n1)c1cccnc1
 : -3, -2.6, 2, 3, 1, 90, 3, 88, 4
> COc1ccc(C2CC(=O)c3cnc(NC(=O)c4cccc(OC)c4)nc3C2)cc1 (stereo unspecified)
 : 3, -2.4, -3, 2, 2, 103, 2, 92, 3
> Cc1ccc(COC(=O)CCN=C2NS(=O)(=O)c3ccccc32)cc1
 : -5, 2.5, -1, -3, 4, 100, 1, 104, 6
> O=S(=O)(Nc1nc2ccccc2nc1NCCN1CCOCC1)c1cccc(Cl)c1
 : 0, 0.6, 5, 4, 4, 97, 2, 101, -8
> O=C(NNC(=O)C1CCCCC1)c1cnccn1
 : -3, -9.5, 0, 1, -4, ., 0, 109, 21
> CCOc1ccc(CCNS(=O)(=O)c2ccc3c(c2)NC(=O)CC(=O)N3)cc1OCC
 : 3, 0.8, -1, 5, -2, 86, 3, 100, 16
> CCc1nnc(NC(=O)C2CCCN2C(=O)NC2CCCCC2)s1 (stereo unspecified)
 : -4, 1.1, -1, -2, -2, 101, 8, 103, 10
> COC(=O)c1cc(S(=O)(=O)NCCc2cccc(C)c2)cn1C
 : 6, 0.0, 2, 3, 0, 108, 4, 100, -1
> CC(C)(C)C(=O)OCc1nc(-c2ccc(C(F)(F)F)cc2)cs1
 : -1, -1.0, -4, -2, -1, 108, 3, 95, -1
> CCOc1ccccc1OCCOCCN1CC(C)OC(C)C1 (stereo unspecified)
 : 1, -4.5, 1, 6, -8, 95, 0, 94, 7
> CC(C)CNC(=O)COC(=O)c1c2c(nc3ccccc13)CCC2
 : 32, 0.2, 4, 27, 15, 104, 3, 104, 25
> CCOC(=O)c1c(Cc2ccccc2)c[nH]c1C
 : -4, 2.1, -8, 2, 0, 94, 0, 92, -8
> CC1CN(C(=O)N2CCOCC2)CCN1C(=O)N1CCOCC1 (stereo unspecified)
 : 2, -1.9, 2, 3, 10, 105, 5, 101, -2
> O=C(NC1CCCCC1)C1CCN(S(=O)(=O)N2CCOCC2)CC1
 : 1, -0.4, -7, -1, -3, 99, 0, 105, 14
> Cn1c(/C=N/c2nc3ccccc3[nH]2)nc2ccccc21
 : 0, -1.6, 2, 1, 1, 101, 0, 105, -3
> COc1ccc2[nH]cc(/C=C/c3cc[n+](C)cc3)c2c1
 : -62, ?, -4, -33, -127, ?, 0, ?, -251
> CC(C)(C)c1ccc(-c2nnc(SC3CCOC3=O)n2Cc2ccccc2)cc1 (stereo unspecified)
 : -24, -0.2, 0, -6, 5, 99, 0, 98, 8
> O=C(O)c1cc(=O)c2c(Cl)cc(Cl)cc2[nH]1
 : 8, -2.9, 3, 7, 3, 88, 0, 92, -2
> CC(=O)Nc1ccc(NC(=O)CCn2cnnn2)cc1
 : -4, 0.2, -4, 0, -3, 99, 2, 94, 18
> COC(=O)C(Cc1ccc(O)cc1)NC(=O)CCC(=O)Nc1ccc(S(N)(=O)=O)cc1 (stereo unspecified)
 : 7, -2.7, 0, 1, -3, 109, 0, 110, -5
> CC(=O)N1c2ccc(S(=O)(=O)N3CCCC3C(=O)Nc3ccc(C)cc3)cc2CC1C (stereo unspecified)
 : 2, 0.5, 0, -1, 2, 110, 0, 105, -6
> Cc1ccc(CN2CCN(Cc3ccon3)CC2CCO)cc1 (stereo unspecified)
 : -5, 2.1, 4, -1, 5, 109, 2, 102, 18
> CCn1c(NC(=O)Nc2cccc(C)c2C)cc2sccc21
 : 29, 3.4, 0, 24, 0, 105, 0, 102, -36
> CCOc1ccc(NC(=O)CN(C)C(=O)c2c(C)noc2C)cc1OCC
 : -1, -0.9, -2, 1, 11, 99, 3, 91, 18
> COc1ccc(C(=O)N/N=C\c2coc3ccc(C)cc3c2=O)cc1
 : 10, -1.8, 1, 6, 4, 104, 0, 95, 12
> COC(=O)c1[nH]c2cc(OC)ccc2c1NC(=O)CN1CCC(C(N)=O)CC1
 : -15, 2.3, -7, -4, 1, 102, 0, 102, 2
> CC(=O)c1sc(C(C)(C)C)cc1NC(=O)CCC(=O)O
 : 1, -1.2, -1, 0, -1, 104, 5, 103, 6
> N#CCCn1cc(C(=O)Nc2ccc(C(=O)O)cc2)c(-c2cccs2)n1
 : -5, 2.6, 2, -1, 8, 101, 0, 105, -13
> Cc1cc(C)nc(NC(=S)Nc2ccc(Br)cc2Cl)c1
 : 6, 1.2, 3, 2, 8, 94, 5, 98, 1
> Cc1c(NC(=O)C(C)N2C(=O)c3ccccc3C2=O)c(=O)n(-c2ccccc2)n1C (stereo unspecified)
 : 7, 2.1, 0, 9, -7, 96, 0, 90, 11
> Cc1cc(C)c(Cn2cnc3ccccc32)c(C)c1
 : 6, 0.2, 3, 9, -1, 100, 0, 100, 12
> CCOCCCNC(=O)CN1C(=O)COc2ccc(S(=O)(=O)N3CCCC3)cc21
 : 2, 0.3, 1, 4, 0, 101, 0, 97, 11
> CCn1c(CNC(=O)Cc2ccc(OC)cc2)nnc1SCCOc1ccccc1
 : -6, 3.7, -3, -5, 6, 104, 2, ., -4
> CCCCCCSc1ccc([C@H]2N[C@@](C)(C(=O)OC)[C@H]3C(=O)N(CC)C(=O)[C@@H]23)cc1
 : 1, 0.0, 4, 5, -1, 86, 0, 88, -13
> O=C(CN1CCN(c2ccc(F)cc2)CC1)Nc1nnc(-c2ccccc2)s1
 : 5, -1.9, 3, 6, 6, 85, 2, 86, 11
> Cc1cccc(NCc2n[nH]c(=S)n2-c2ccccc2)c1
 : -7, 2.4, 0, -6, 5, 105, 2, 104, -2
> COc1cc(NC(=S)N2CCN(Cc3ccccc3)CC2)cc(OC)c1
 : 1, -1.9, 2, -2, 1, 94, 2, 97, -5
> COc1ccc(C(C(=O)NC2CCCCC2)N(C(=O)CCl)c2ccc(OC)cc2)cc1 (stereo unspecified)
 : 2, -0.8, 3, 7, 8, 102, 1, 105, -3
> CCN(CC)c1ccc(/C=N/NC(=O)c2cc3ccccc3[nH]2)cc1
 : 18, 1.0, 4, 2, 3, 104, 0, 101, 16
> CCCCc1nc2cc(C(=O)NCCc3cnn(C)c3)ccc2o1
 : -4, 1.5, -11, -4, 3, 98, 0, 101, 7
> CCCNC(=O)c1cccc(COCC(F)(F)F)c1
 : 7, 0.8, 5, 8, 2, 102, 0, 96, 0
> Cc1cc(-n2nc(C)cc2C)nc(N)n1
 : -2, -0.9, 0, 0, -2, 94, 3, 87, -4
> COc1ccc(C(C)(C)C)cc1NC(=O)c1cncc(Br)c1
 : -1, 1.0, 2, 6, 4, 99, 5, 98, 17
> O=C(c1ccc(N2CCCC2)c([N+](=O)[O-])c1)N1CCN(CCO)CC1
 : 7, 0.6, 4, 3, 5, ?, 5, ?, 1
> COc1ccc(C(=O)Nc2cccc(/C=C(\CCC(=O)O)c3nc4ccccc4s3)c2)cc1
 : -3, -1.0, -27, 4, 1, 96, 0, 91, -5
> COc1ccc(F)cc1C(=O)COC(=O)c1n[nH]c(=O)c2ccccc12
 : -8, ., ., -2, 6, 96, 1, 101, 4
> CCCCn1c(N)c(N(CCOC)C(=O)c2cc(-c3ccccc3)nc3ccccc23)c(=O)[nH]c1=O
 : -5, 0.3, 6, 4, 3, 123, 0, 109, 17
> CC1CN(c2nc3ccccn3c(=O)c2/C=C(\C#N)C(=O)N2CCOCC2)CC(C)O1 (stereo unspecified)
 : 0, -2.2, 2, 2, -1, 98, 1, 99, 10
> COc1cc2cc(CCCOC(=O)c3ccco3)oc(=O)c2cc1OC
 : 0, ., ., 0, 3, 91, 0, 98, -6
> Cc1cc(OCC(=O)OCC(=O)Nc2cc(C(F)(F)F)ccc2N2CCOCC2)ccc1Cl
 : 4, 1.0, 0, 0, 10, 107, 0, 105, 3
> O=C(CN1CCC(O)(c2ccc3c(c2)OCO3)CC1)OC1CCCCC1
 : 3, -5.6, -2, -3, 0, 105, 0, 95, 28
> Cc1ccc(F)cc1NC(=O)c1ccc(OCC2CCCO2)cc1 (stereo unspecified)
 : ., ., ., ., 5, 87, 0, 81, 9
> O=S(=O)(O)CCS
 : 13, 0.9, -4, 13, -2, 90, 1, 97, -25

Other results:
Results follow in this order: MCL1 BIM primary, MEX-5 binding, Fam108B inh, BCLXL inh, GLD-1 RNA inh, AGP1-GFP MLPCN, GRK2 aptamer HTS, CIT2-GFP yeast, VLA-4 inh
> CCCNC(=O)N1CCN(c2ncccn2)CC1
 : -5, 3.5, 0, 1, -7, 89, 7, 93, 5
> CCOC(=O)c1cnc(SCC(=O)Nc2cc(OC)ccc2OC)nc1N
 : -12, -1.3, 4, -4, 0, 110, 0, 100, 11
> COc1ccc(-c2cn3ccccc3n2)cc1
 : -4, 0.9, -2, -3, -8, 99, 1, 106, -3
> CCOC(=O)c1c(NC(=O)CSc2nnc(C)c(=O)[nH]2)sc2c1CCC2
 : 16, -0.3, -2, 8, 2, 96, 0, 110, -8

High-throughput results as filed in PubChem BioAssay.
